HEK293 NOD2/NF-kB = inhibition of NOD2-driven NF-kB reporter – cell-based, luminescence, uHTS, HEK293 (AID 1566) | HEK293 NOD2/NF-kB luciferase reporter, luminescence; higher % means a stronger effect | one-dose inhibition, % at 4 µM; EC50 in µM for titrated hits | actives 0.63% (n = 290,000); further: many of its hits are not listed in these tables
Rac1 GTP hydrolysis = MgcRacGAP GTPase-activating activity inhibitors, confirmation, biochemical, ADP Hunter fluorescence; inhibition, % at 30 µM, or IC50 in µM where a hit was titrated; MgcRacGAP-stimulated Rac1 GTP hydrolysis, ADP Hunter fluorescence; higher % means a stronger effect; GST-tagged Rac1 F28L mutant substrate; actives 0.6% (n = 340,000);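 active means first-screen hits whose inhibition reached a set limit at any dose in the follow-up dose series; inconclusive means inhibition above the set first-screen limit but never retested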;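 further: fluorescence reports GDP produced by GAP-driven GTP hydrolysis; strong numbers were not always called active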
GPR55 LPI antagonism = GPR55 antagonists blocking LPI-driven arrestin recruitment, primary screen, imaging, U2OS, beta-arrestin-GFP, LPI agonist (AID 2013). U2OS GPR55 beta-arrestin-GFP translocation imaging, LPI antagonism; higher % means a stronger effect. actives 0.13% (n = 290,000). inhibition, % at 10 µM; hits with a dose series show IC50 in µM;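 active means spots per cell inhibited over 60%, with over 100 cells counted and total cytoplasm intensity under 500,000; inconclusive means wells with under 100 cells, flagged as likely toxic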;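 further: U2OS cells stably carrying GPR55 and arrestin-GFP stimulated by 5 µM LPI near EC80; imaged beta-arrestin-GFP aggregate spots per cell after agonist stimulation; plate controls were LPI-stimulated DMSO wells for no effect and DMSO wells without LPI for full effect; some results filed as inactive read as strong as hits; confirmed hits need IC50 under 10 µM and bright autofluorescent wells are also inconclusive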
KOR beta-arrestin-1 = kappa opioid receptor blockers – cell-based, luminescence, uHTS (AID 1778) | KOR beta-arrestin recruitment, luminescence, antagonist mode; higher % means a stronger effect | one-dose inhibition, % at 10 µM; IC50 in µM for titrated hits | actives 0.091% (n = 290,000); further: strong numbers were not always called active
GPR55 beta-arrestin = selective activators of receptor GPR55 – imaging, U2OS cells, beta-arrestin-GFP redistribution, primary screen (AID 1961). actives 0.048% (n = 290,000). U2OS GPR55 beta-arrestin-GFP redistribution imaging; higher % means a stronger effect. activation, % at 10 µM; hits with a dose series show EC50 in µM;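 active means activation above 40% with more than 50 cells counted in the well; inconclusive means wells holding fewer than 50 cells, flagged as toxic or sparse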;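 further: U2OS osteosarcoma cells stably expressing GPR55 and beta-arrestin-GFP; plate controls were DMSO negative control for no effect and LPI positive control for full effect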
NOD1 NF-kB reporter = NOD1 signaling inhibitors, primary screen, cell-based, luminescence, uHTS (AID 1578); actives 1% (n = 290,000); NOD1-driven NF-kB luciferase reporter cells, luminescence; higher % means a stronger effect; inhibition, % at 4 µM; hits with a dose series show EC50 in µM; in the data active means inhibition mostly above about 36%, no sharp cut-off; inactive means mostly below about 34%;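 further: HEK-293T reporter cells stimulated with the NOD1 agonist gamma-tri-DAP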
HIV fusion peptide = inhibitors of HIV fusion peptide binding, primary screen, biochemical, uHTS, fluorescence dequenching (AID 1986). cell-free peptide binding, fluorescence dequenching, 30 min; higher % means a stronger effect. inhibition, % at 20 µM; hits with a dose series show IC50 in µM. actives 0.3% (n = 290,000); in the data active means inhibition mostly above about 52%, no sharp cut-off; inactive means mostly below about 76%; further: some results filed as inactive read as strong as hits
KOR beta-arrestin-2 = kappa opioid receptor activators – cell-based, luminescence, uHTS, primary screen (AID 1777) | actives 0.02% (n = 280,000) | activation, % at 10 µM; hits with a dose series show EC50 in µM | KOR beta-arrestin recruitment, luminescence; higher % means a stronger effect; in the data active means activation above about 50%, passing the limit was not always enough; further: a part of the inactive calls stands beside numbers as strong as those of hits
Large T inhibition = TAg ATPase/helicase activity blockers – biochemical (AID 1903); SV40 large T antigen ATPase/helicase inhibition assay; higher % means a stronger effect; actives 0.39% (n = 310,000); inhibition, % at 20 µM, or IC50 in µM where a hit was titrated; in the data active means a potency from the dose series; inconclusive means inhibition mostly from about 32% at the one dose, without a potency; inactive means the rest, 99 in 100 with inhibition below about 32%; further: strong numbers were not always called active
Active calls of the source: *; u = inconclusive; x = no result given; [ ] = remark or other dose. Unless noted, no stated cut-off is given here; in the data, active means inhibition above about 50%; inactive means the rest. A portion of the library, so the mix of outcomes need not match the whole.

SMILES | HEK293 NOD2/NF-kB | Rac1 GTP hydrolysis | GPR55 LPI antagonism | KOR beta-arrestin-1 | GPR55 beta-arrestin | NOD1 NF-kB reporter | HIV fusion peptide | KOR beta-arrestin-2 | Large T inhibition
Cc1ccc(CNC(=O)CNC(=O)[C@@H]2Cc3ccccc3CN2)cc1 | -8% | 2% | -7% | -38% | -0.1% | -23% | 0.4% | 1.4% | 2%
COc1ccc(S(=O)(=O)NC(C)C(=O)N2CCCC2)cc1Cl (configuration not stated) | 0% | 1% | 20% | -5% | 0.3% | -26% | 0.9% | 9.8% | 12%
CSc1ccccc1NC(=S)NCc1ccc(Cl)cc1 | -35% | 6% | 9% | 7% | 0.5% | -32% | -0.3% | -0.6% | 2%
COc1ccc(OC)c(-n2c(CN3CCC(C(N)=O)CC3)nc3ccccc3c2=O)c1 | 18% | 2% | 22% | -32% | -0.2% | -5% | -1.1% | -2.6% | 23%
CCCC(=O)OCCn1c(Br)nc2c1c(=O)[nH]c(=O)n2C | -15% | -3% | 7% | -84% | 0.9% | -46% | 0.5% | 3.9% | 6%
O=C(O)c1ccccc1NCc1ccco1 | 20% | 6% | 2% | 35% | -0.1% | 1% | 1.1% | 0.0% | 12%
Cc1ccc(S(=O)(=O)Nc2cccc(/C=C/C(=O)O)c2)cc1 | 14% | 2% | 12% | -6% | -0.1% | 6% | 0.0% | -2.2% | 0%
Cn1cnnc1SCc1ccc(C#N)cc1 | -1% | 9% | 2% | 5% | -0.2% | -16% | 2.5% | x | 14%
Cc1c(Cc2ccccc2)c(=O)oc2cc(OCC(=O)NCc3ccccn3)ccc12 | 12% | 3% | -2% | -58% | -0.1% | 2% | 0.4% | 7.2% | 22%
CC/C(=N\NC(=O)c1nnn(-c2nonc2N)c1-c1cccs1)c1ccccc1 | 16% | 4% | -9% | -38% | -0.1% | 5% | 0.7% | 8.0% | -2%
COC(=O)C1=CN(C)C=C(C(=O)OC)C1c1ccc(O)c(OC)c1 | 5% | -4% | 4% | 3% | 0.0% | -8% | 34% | -0.4% | 6%
COc1ccc(C2CC(c3cccs3)=NN2C(=O)CSc2nncn2C)cc1OC (configuration not stated) | -2% | 6% | 9% | -45% | 0.1% | -30% | 1.1% | 9.5% | 2%
CCOC(=O)c1cc(C)nc(S(C)(=O)=O)c1C#N | 13% | -3% | 8% | 25% | 0.2% | -6% | 0.7% | -1.1% | 14%
Cc1c(Cl)ccc2sc(NC(=O)c3ccco3)nc12 | -106% | -6% | 10% | -40%[20 µM] | 0.5% | 30% | 0.0% | -2.3% | 2%
O=C1c2ccccc2NC(c2ccccc2)N1NS(=O)(=O)c1ccccc1 (configuration not stated) | 18% | 0% | 10% | 21% | -0.4% | -24% | 0.8% | -9.3% | -8%
COc1ccc(S(=O)(=O)N2CCN(C(=O)c3cccnc3)CC2)cc1OC | 7% | 6% | -8% | 21%[20 µM] | -0.2% | -10% | 1.0% | 4.5% | 2%
Cc1cc(SCC(=O)N/N=C/c2ccc(O)c(O)c2)c(C)cc1Br | 3% | 30% | 6% | -56% | 0.0% | -14% | 12% | 6.1% | u
CC(C)(C)NC(=O)C(=O)NCc1ccccn1 | -14% | 2% | -3% | 6% | -0.3% | -41% | 0.8% | -5.5% | 3%
CCOC(=O)c1[nH]c2ccc(F)cc2c1NC(=O)CCN1CCOCC1 | 10% | 5% | 0% | -9% | -0.2% | -25% | -0.9% | -1.3% | 3%
Cc1c(C(=O)NC(=S)Nc2ccc(N3CCOCC3)cc2)cccc1[N+](=O)[O-] | 12% | 11% | 1% | 8% | -0.3% | -3% | -1.8% | -4.5% | 4%
COc1ccccc1NS(=O)(=O)c1cc(NC(=O)c2sccc2C)ccc1N1CCCC1 | 25% | 19% | 7% | 1%[20 µM] | -0.1% | 31% | -0.5% | -2.4% | 3%
O=C(Cn1nnc2ccccc21)c1ccc(Cl)cc1 | -11% | -3% | 10% | 13% | -0.3% | -2% | -0.8% | 5.3% | u
O=C(c1ccc(Cl)c(S(=O)(=O)N2CCCCCC2)c1)N1CCN(CCO)CC1 | 27% | 5% | 7% | -11% | 0.0% | 8% | 0.3% | 1.5% | 9%
CN(CC(=O)NCCc1ccccc1)S(=O)(=O)c1ccc(Br)s1 | -15% | -1% | 0% | -51% | -0.1% | 46% | -0.4% | 2.0% | -6%
O=C(NCCCN1CCOCC1)c1ccc2c(=O)n(CCc3ccccc3)c(=O)[nH]c2c1 | 30% | 3% | -2% | -5% | -0.1% | 3% | 2.4% | -5.1% | 7%
Nc1nc2ccccc2n1CCOc1ccccc1Cl | 8% | 9% | -7% | 4% | -0.1% | 25% | -0.3% | 3.8% | 22%
CC1CN(C(=S)SCCN2C(=O)CCC2=O)CC(C)O1 (configuration not stated) | -4% | 1% | 14% | -6%[20 µM] | 0.0% | 12% | -2.8% | 0.0% | 7%
Nn1c(CSc2nc3ccccc3o2)nnc1CSc1nc2ccccc2o1 | -6% | 17% | 2% | 31% | -0.3% | -26% | -1.9% | -4.8% | 30%
C/C(=N\N=c1/sc2ccccc2n1C)c1ccccn1 | -49% | 9% | -9% | 4% | -0.3% | -61% | -1.5% | -0.1% | 12%
COc1cc(Cl)c(C)cc1NC(C)C(=O)Nc1cc(C(F)(F)F)ccc1N1CCOCC1 (configuration not stated) | -25% | 5% | 19% | -35% | 0.3% | -8% | 2.1% | 1.6% | 5%
COC(=O)c1c(NC(=O)c2cccc([N+](=O)[O-])c2)sc(C(N)=O)c1C | -16% | 9% | 5% | -124%[20 µM] | 0.2% | -33% | 5.2% | -2.6% | 4%
O=C(N/N=C/c1ccco1)c1cc(-c2ccccc2)nc2ccccc12 | 31% | 11% | 0% | 13% | 0.7% | 9% | 22% | 0.6% | 12%
O=C(O)COc1ccc(NC(=O)c2ccc3c(c2)C(=O)N(C2CCCCC2)C3=O)cc1 | 8% | 7% | 2% | -17% | -0.2% | -14% | 7.7% | 6.0% | -14%
COc1ccc(C2C3=C(CCCC3=O)Nc3nc(SCc4ccccc4)nn32)cc1OC (configuration not stated) | 14% | 4% | 1% | 13% | -0.1% | -5% | -3.3% | -7.0% | 8%
Cc1ccccc1OCC(=O)Nc1ccc(S(=O)(=O)Nc2onc(C)c2C)cc1 | -2% | -3% | 3% | -27% | -0.2% | -24% | 1.1% | 0.1% | -3%
CC(C)Cn1c(CCC(=O)O)ccc1-c1cccs1 | 15% | 18% | 7% | -3% | 0.3% | -26% | 13% | -4.7% | 13%
O=C(CCn1c(=O)c2ccccc2n(Cc2cccc([N+](=O)[O-])c2)c1=O)N1CCc2ccccc2C1 | 10% | 0% | 24% | 4% | -0.2% | 5% | -3.3% | 0.3% | 6%
CC(=O)Nc1ccc(N2Cc3ccccc3C2)cc1 | -5% | 11% | 7% | -23%[20 µM] | -0.1% | -16% | 4.8% | 7.5% | 14%
COc1ccccc1OCc1ccc(C(=O)NCc2cccnc2)o1 | -6% | 5% | 2% | -26% | 0.0% | -9% | 1.9% | 4.5% | -1%
CCc1ccc2[nH]c(=O)c(CN(CCCO)C(=O)NCc3ccccc3)cc2c1 | 6% | 2% | 0% | -16% | 0.3% | -8% | -2.8% | 6.0% | -2%

Pulled by structure from above (two):
SMILES | HEK293 NOD2/NF-kB | Rac1 GTP hydrolysis | GPR55 LPI antagonism | KOR beta-arrestin-1 | GPR55 beta-arrestin | NOD1 NF-kB reporter | HIV fusion peptide | KOR beta-arrestin-2 | Large T inhibition
CCc1ccc2[nH]c(=O)c(CN(CCCO)C(=O)NCc3ccccc3)cc2c1 | 6% | 2% | 0% | -16% | 0.3% | -8% | -2.8% | 6.0% | -2%
CC(=O)Nc1ccc(N2Cc3ccccc3C2)cc1 | -5% | 11% | 7% | -23%[20 µM] | -0.1% | -16% | 4.8% | 7.5% | 14%

Next section:
SMILES | HEK293 NOD2/NF-kB | Rac1 GTP hydrolysis | GPR55 LPI antagonism | KOR beta-arrestin-1 | GPR55 beta-arrestin | NOD1 NF-kB reporter | HIV fusion peptide | KOR beta-arrestin-2 | Large T inhibition
O=S(=O)(c1ccc(N2CCC(c3ccc(Cl)cc3)=N2)cc1)N(CCO)CCO | -28% | 7% | 6% | 41% | -0.1% | -7% | -3.5% | 3.3% | 1%
COc1ccc(N2CCN(C(c3cccs3)c3nnnn3C3CCCC3)CC2)cc1 (configuration not stated) | -3% | 25% | 2% | 29% | 2.2% | -19% | -3.7% | 6.3% | 11%
CCN=C(NCC)SC1CC(=O)N(c2ccc(F)cc2)C1=O (configuration not stated) | 15% | -3% | 12% | 6% | -0.3% | -12% | -1.4% | -9.1% | 1%
CCOc1c(C)cc2[nH]c(CCC(=O)O)nc2c1C | 1% | 10% | 10% | -10% | 0.4% | -18% | -0.4% | -1.3% | 4%
Cc1cc(NCCN2CCOCC2)n2nc(C)c(-c3ccc(Cl)cc3)c2n1 | 0% | 1% | -14% | -24% | 1.0% | 5% | -3.8% | -1.1% | 14%
CC(=O)N1c2ccc(S(=O)(=O)N3CCCC3)cc2CC1C(=O)Nc1cc(C)cc(C)c1 (configuration not stated) | 10% | 6% | -6% | 14% | -0.3% | -20% | 1.7% | -2.9% | 8%
O=C(O)CNC(=O)c1ccc(NC(=O)/C(=C/c2cccc([N+](=O)[O-])c2)NC(=O)c2ccco2)cc1 | -2% | 10% | 5% | -17% | -0.2% | -29% | 4.8% | 5.3% | 7%
Cc1ccc(/C=C/C(=O)O)cc1S(=O)(=O)N1CCc2ccccc21 | -16% | 11% | -4% | -39% | 0.0% | -8% | 0.7% | 0.5% | 8%
CC(=O)c1cccc(NC(=S)N2c3ccccc3CC2C)c1 (configuration not stated) | 1% | 15% | 3% | -12% | -0.2% | -54% | 1.1% | -4.7% | 15%
CC(=O)c1ccc(OCc2cc(C(=O)N(C)Cc3ncc(C)[nH]3)no2)cc1 | 8% | -4% | 7% | -4% | -0.1% | -21% | -1.0% | 3.6% | 9%
COc1ccc(NC(=O)COC(=O)Cc2ccccc2[N+](=O)[O-])cc1OC | -1% | 7% | 5% | -31% | -0.6% | -18% | -1.4% | 0.7% | 9%
CCOC(=O)c1c2c3c(cccc3[nH]c1=O)C(=O)c1ccccc1-2 | 3% | 1% | 6% | -19% | 3.7% | -40% | 0.8% | 0.6% | 10%
COc1ccc(C)cc1N(CC(=O)N1CCCC1)S(C)(=O)=O | 16% | 9% | 0% | -16% | 0.4% | -3% | -1.5% | -5.2% | -4%
Cc1ccc(NC(=O)CN2C(=O)NC(C)(c3ccc(Cl)cc3)C2=O)c(Br)c1 (configuration not stated) | -11% | 5% | 15% | -22% | 0.7% | -1% | 2.8% | -0.7% | 13%
COc1ccc(Cn2nnnc2C(c2cccs2)N2CCN(c3ccc([N+](=O)[O-])cc3)CC2)cc1 (configuration not stated) | -14% | 13% | 7% | 26% | 0.2% | -12% | 0.0% | -5.5% | 5%
